Source: PubChem
RTF Ca sens act: cardiac RTF calcium sensitization | P19429+P45379 | IANBD-labeled TnC RTF fluorescence at EC20 calcium; 0% EC20 calcium, 100% full calcium | activation, % at 7.2 µM | hit rate 0.24% among 340,000 | AID 493008;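 active means activation above the mean over all tested compounds plus 3 SD, cut at about 30% in these data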;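 further: rise in fluorescence read as greater calcium sensitivity of cardiac thin filaments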
MITF TRPM1 HTS: increases MITF-driven TRPM1 promoter luciferase signal; hit rate 0.75% among 300,000; SK-MEL-5 TRPM1-promoter luciferase, 24 h; % of positive control, neutral wells = 0; AID 588334; activation, % at 12.5 µM;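 active means mean activation of at least 80% with every replicate also reaching 80%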;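 further: 0% = neutral control wells and 100% = parthenolide positive control wells; values of inactives mirror those of a sister screen read the other way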
CAL PDZ FP-1: human CAL PDZ-peptide interaction inhibition. Q9HD26. purified CAL PDZ, TMR-peptide fluorescence polarization, 1 h. inhibition, % at 20 µM. hit rate 0.02% among 330,000. AID 504414;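 active means highest replicate inhibition of at least 40%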;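 further: plate controls were DMSO neutral control wells for no effect and unlabeled competitor peptide control wells for full effect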
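material = purified tagged CAL PDZ domain construct (CerCALP) | compound dosing = 20 µM, one dose | times = 1 h at RT | measured by = fluorescence polarization from S- and P-plane intensities, G-factor corrected | read-out = inhibition from polarization loss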
CDK5 inh: blocks human CDK5/p35 kinase activity; Recombinant CDK5/p35, ADP-Glo luminescence, 60 min; AID 488839; hit rate 0.01% among 330,000; Q00535+Q15078; inhibition, % at 10 µM;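 active means highest replicate inhibition of at least 50% and at least 75% of replicates reaching 50%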;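 further: plate controls were DMSO neutral control for no effect and GW8510 at 10 µM for full effect; many of its hits are not listed in these tables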
Target sequence (Q00535 whole entry, looked up): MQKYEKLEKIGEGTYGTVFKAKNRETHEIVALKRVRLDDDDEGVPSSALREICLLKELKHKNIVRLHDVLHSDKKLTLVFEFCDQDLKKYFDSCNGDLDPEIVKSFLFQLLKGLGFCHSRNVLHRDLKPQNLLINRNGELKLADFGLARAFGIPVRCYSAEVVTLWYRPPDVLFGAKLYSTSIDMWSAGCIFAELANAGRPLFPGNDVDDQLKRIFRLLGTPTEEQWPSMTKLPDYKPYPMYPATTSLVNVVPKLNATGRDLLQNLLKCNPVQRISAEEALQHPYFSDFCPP
Target sequence (Q15078 whole entry, looked up): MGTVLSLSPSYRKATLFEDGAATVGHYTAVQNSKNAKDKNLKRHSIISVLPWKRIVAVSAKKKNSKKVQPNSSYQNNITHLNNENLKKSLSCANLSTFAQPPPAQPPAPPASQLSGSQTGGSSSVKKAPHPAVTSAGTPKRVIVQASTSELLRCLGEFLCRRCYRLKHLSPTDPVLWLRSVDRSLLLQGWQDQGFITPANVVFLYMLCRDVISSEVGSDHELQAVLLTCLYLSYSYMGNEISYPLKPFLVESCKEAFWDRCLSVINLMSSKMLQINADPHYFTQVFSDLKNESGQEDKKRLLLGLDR
Rtt109 HAT inh: C. albicans Rtt109 histone acetyltransferase inhibition | hit rate 0.16% among 330,000 | inhibition, % at 34.9 µM | purified Rtt109/Vps75, ThioGlo CoA-SH fluorescence, 4 h | Q5AAJ8;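 active means inhibition of at least 50% in every replicate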
Wnt bcat act: activates Wnt/beta-catenin signaling in a reporter cell assay | activator, plate reader | activation, % at 9.35 µM | hit rate 1.2% among 300,000 | AID 743398; in the data active means activation above about 30%, passing the limit was not always enough;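 further: 0% = neutral control wells and 100% = positive control wells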
V-ATPase pH: regulators of yeast V-ATPase proton transport; S. cerevisiae, pHLuorin cytosolic pH fluorescence; AID 504577; response, % at 10 µM; hit rate 0.37% among 350,000; in the data active means response mostly above about 7.3%, no sharp cut-off; inactive means mostly below about 5.4%; further: actives read high; inactives centre near 0; some compounds called inactive have numbers as strong as hits; reference of the scale not given here
CAL PDZ FP-2: CAL PDZ (human) peptide binding inhibition; AID 602252; hit rate 0.92% among 300,000; inhibition, % at 24.9 µM; Q9HD26; purified CAL PDZ, TMR-peptide fluorescence polarization, 1 h;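 active means mean inhibition of at least 30% with at least half of replicates also reaching 30%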;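 further: 0% = DMSO neutral control and 100% = excess unlabeled competitor peptide PRC23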
Tat transport: E. coli Tat transport inhibition. E. coli MC4100 TorA-mCherry Tat export, fluorescence. inhibition, % at 10 µM. hit rate 0.036% among 340,000. AID 488895;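 active means mean replicate inhibition at least 50% and at least half of replicates individually reaching 50%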;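 further: exported cargo escapes ClpAP degradation while cytoplasmic cargo is degraded and loses fluorescence; 0% = median of neutral control wells and 100% = median of NaSCN control wells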
dFosB act: activators of mouse delta FosB homodimer; P13346; purified delta FosB, TAMRA-CDK5 oligo fluorescence polarization; percent of positive-control signal above neutral wells; activation, % at 25 µM; hit rate 0.99% among 340,000; AID 493131;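 active means mean activation above about 17%, with every replicate also reaching it, limit read from the data, passing the limit was not always enough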;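 further: fluorescence polarization rise as delta FosB binds a TAMRA Cdk5 AP-1 oligo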
Target sequence (P13346 whole entry, looked up): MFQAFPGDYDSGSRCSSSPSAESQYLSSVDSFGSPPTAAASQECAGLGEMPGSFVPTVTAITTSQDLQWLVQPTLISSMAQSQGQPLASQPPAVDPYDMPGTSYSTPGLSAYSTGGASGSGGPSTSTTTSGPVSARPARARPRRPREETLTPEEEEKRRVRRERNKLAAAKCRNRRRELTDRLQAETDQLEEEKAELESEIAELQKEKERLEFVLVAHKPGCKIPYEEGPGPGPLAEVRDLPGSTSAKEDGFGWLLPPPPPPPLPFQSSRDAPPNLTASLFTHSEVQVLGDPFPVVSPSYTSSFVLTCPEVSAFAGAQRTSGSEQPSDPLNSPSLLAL
* hit, by the source's call; . = not tested or not shown. Rows were taken by chance; about 4.1% have a hit in one of these screens.

SMILES	RTF Ca sens act	MITF TRPM1 HTS	CAL PDZ FP-1	CDK5 inh	Rtt109 HAT inh	Wnt bcat act	V-ATPase pH	CAL PDZ FP-2	Tat transport	dFosB act
CCOC(=O)C1CCCN(C(=O)c2ccc(NC(=O)CC3SC(N4CCCC4)=NC3=O)cc2)C1 (stereo unspecified)	-3	-2	-1.6	-0.9	-2	3	-2	-3	0	-6
Cn1c(=O)c2c(nc3n2CC(COc2ccc(Cl)cc2)O3)n(C)c1=O (stereo unspecified)	8	.	-0.3	-1.6	0	1	-4	.	-5	-11
O=C(O)C1C2C=CC(C2)C1C(=O)Nc1cccc(C(=O)N2CCCCC2)c1 (stereo unspecified)	0	-3	-2.3	1.7	20	-1	0	-1	-2	-1
Cc1ccccc1C(=O)NCC(c1ccco1)N1CCc2ccccc21 (stereo unspecified)	-9	-7	-2.5	1.0	-5	1	-2	4	3	-5
C[C@@]12CCC[C@@](C)(C(=O)O)C1CC[C@@]13C[C@@H](NCc4ccccc4)[C@@](C)(CCC12)C3 (stereo partly specified)	5	-7	-1.1	1.0	1	-2	-2	-1	1	1
CC(CNC(=O)c1ccc(NC2=NC3CS(=O)(=O)CC3S2)cc1)c1ccccc1 (stereo unspecified)	2	.	-0.4	-0.3	8	2	-1	-2	-3	12
Cn1nc(C(F)(F)F)c(-c2ccc(Br)cc2)c1NC(=O)c1ccco1	16	8	-2.9	0.1	-2	6	2	.	12	-12
Nc1nc(-c2ccccc2)c(-c2ccccc2)n1N	15	0	-3.5	1.5	.	1	-1	-2	-2	-6
CCn1c(SCC(=O)NCc2ccccc2)nc2ccccc2c1=O	2	7	-0.7	-0.9	8	0	1	-1	-3	-5
CC(C)=CCN1CCN(Cc2nc(-c3ccccc3)cs2)CC1CCO (stereo unspecified)	2	6	-1.1	-0.2	4	1	1	2	3	-8
COC(=O)[C@H](C)NC(=O)Nc1cccc(C(F)(F)F)c1	1	11	-0.3	-0.1	-2	.	1	-3	-2	1
COC(=O)C1=C(C)NC(C)=C(C(=O)OC)C1C(=O)OCc1nnc(-c2ccccc2)o1	-2	-9	-3.0	-1.3	1	2	-2	0	-1	-4
CC1Cc2nc(SCC(=O)Nc3ccc4c(c3)OCO4)n(Cc3ccccc3)c(=O)c2S1 (stereo unspecified)	15	59	-2.8	1.6	4	.	8	-1	15	-7
CC(C)C(C)NC(=O)CN1C(=O)NC2(CCc3ccccc32)C1=O (stereo unspecified)	1	-8	-3.9	-0.1	-3	-1	1	-2	-3	-7
CCc1nccn1-c1cc(C(C)(C)C)nc2c(-c3ccc(Cl)cc3)cnn12	5	21	-0.1	0.5	-13	12	-3	-3	3	4

Brought forward from above: 3 compounds; new compounds follow.
SMILES	RTF Ca sens act	MITF TRPM1 HTS	CAL PDZ FP-1	CDK5 inh	Rtt109 HAT inh	Wnt bcat act	V-ATPase pH	CAL PDZ FP-2	Tat transport	dFosB act
CC1Cc2nc(SCC(=O)Nc3ccc4c(c3)OCO4)n(Cc3ccccc3)c(=O)c2S1 (stereo unspecified)	15	59	-2.8	1.6	4	.	8	-1	15	-7
CC(C)C(C)NC(=O)CN1C(=O)NC2(CCc3ccccc32)C1=O (stereo unspecified)	1	-8	-3.9	-0.1	-3	-1	1	-2	-3	-7
CCc1nccn1-c1cc(C(C)(C)C)nc2c(-c3ccc(Cl)cc3)cnn12	5	21	-0.1	0.5	-13	12	-3	-3	3	4
C/C(=N\NC(=O)c1cc(-c2cccc([N+](=O)[O-])c2)n[nH]1)c1ccc(F)cc1	.	.	-0.2	2.4	-5	5	3	.	0	0
O=c1[nH]cnc2c1nc(NCc1ccccc1)n2C1O[C@@H](CO)[C@H](O)[C@@H]1O (stereo partly specified)	0	-9	-1.0	-1.4	-9	0	-2	-1	-6	-2
Cc1ccc(S(=O)(=O)C2(S(=O)(=O)c3ccc(C)cc3)CC2)cc1	-5	-7	-1.4	1.0	1	-1	-3	-6	0	0
CCC(=O)n1nc(NCc2ccccc2OC)nc1NCc1ccccc1OC	-2	-6	-0.1	-0.3	4	.	-7	-5	-2	-4
CCn1c(SCC(=O)C(C)(C)C)nnc1-c1cccnc1	2	-2	-3.6	-1.4	0	-3	-1	0	4	-3
Cc1nnc(SCC(=O)Nc2ccccc2)n(N)c1=O	-6	7	-0.9	0.1	3	-2	3	-2	-9	-3
O=C(CCn1c(=S)[nH]c2ccccc2c1=O)NCCCN1CCCC1=O	0	1	-1.5	0.1	-7	1	-4	-8	3	-6
N#Cc1nc(COc2ccc(F)cc2)oc1N1CCN(Cc2ccccc2)CC1	5	2	1.3	-1.1	10	.	1	-3	-3	-3
COCCn1c(SC(C)C(=O)NCC2CCCO2)nc2scc(-c3ccc(F)cc3)c2c1=O (stereo unspecified)	-12	-3	-2.6	0.7	6	-1	-1	1	-1	-8
N#CCC(=O)Nc1ccc(C(=O)OCC(=O)NC(=O)NCc2ccco2)cc1	-4	-14	-0.2	-0.8	-1	-2	1	2	-2	2
CN(C1CCCC1)C1CCN(C(=O)CNC(=O)/C=C/c2ccccc2)CC1	4	5	-2.0	-0.9	-2	.	4	-6	1	0
Cc1ccc2nsnc2c1NC(=O)c1cncc(Br)c1	-5	-16	0.1	-0.4	-8	-2	2	-3	0	1
CCn1c(C)nnc1SCC(=O)NC1CCCCCC1	-2	8	-1.6	-0.3	-10	0	0	-5	-5	4
COc1ccc(-c2nc(N)ncc2-c2ccc(OC)c(OC)c2)c(O)c1	-2	6	.	2.5	-4	0	-2	59*	-1	-6
CCSc1nnc(NC(=O)CCN2C(=O)C3CCCCC3C2=O)s1 (stereo unspecified)	-7	20	0.0	-0.3	0	5	-2	-3	2	4
O=C(CN1C(=O)c2ccccc2C1=O)Nc1sc2c(c1C(=O)NCc1ccco1)CCCC2	1	6	-2.0	-0.2	-2	.	-4	0	0	3
COc1cccc(NC(=O)[C@@H]2CCCN2C(=O)C2CCN(S(=O)(=O)c3ccc(C)cc3)CC2)c1	2	.	-3.4	0.2	.	2	-2	1	-4	-11
CCCCN1C[C@H](CO)Oc2cccc(F)c2S1(=O)=O	-3	-15	-0.9	4.0	6	3	-1	2	-6	-6
C/C(=N\NC(=O)Cn1c(-c2ccccn2)nc2ccccc21)c1cccc(O)c1	5	-11	-3.1	1.2	-4	-2	-1	-3	-6	-15
CC1CN/C(=C\C(=O)c2ccc(Cl)cc2)C(=O)N1 (stereo unspecified)	5	-1	-1.3	-0.3	-9	0	2	3	3	-2
CCCCC1CCC(C(=O)Nc2ccc(N3CCOCC3)cc2N2CCOCC2)CC1 (stereo unspecified)	-3	-19	0.9	-1.8	6	-3	0	-7	-4	-7
CC(C)(C)c1nc(C(C)(C)C)c(Br)c(=O)[nH]1	-1	-4	-0.3	1.4	-1	0	-1	-5	14	-2
Cc1ccc(S(=O)(=O)N2CCOCC2)cc1C(=O)OC(C)C(=O)c1ccccc1 (stereo unspecified)	-6	-6	-0.6	0.4	-3	-8	0	-3	-2	-4
O=C(NC1CCCCC1)c1ccccc1NC(=O)C1CC(=O)N(c2ccc(Cl)cc2)C1 (stereo unspecified)	-3	.	-0.9	0.9	.	-4	0	-3	-11	-3
O=C(CC1NCCNC1=O)Nc1ccc2c(c1)OCO2 (stereo unspecified)	8	1	0.2	-0.3	6	-5	1	3	5	1
COc1ccccc1C/C(N)=N/OC(=O)c1cccs1	6	7	-1.0	-5.3	-4	2	12	-2	21	5
COc1ccc(C(=O)Nc2ccncc2)c(OC)c1	8	7	-0.1	-0.1	3	-5	1	-6	-7	-4
O=C(CSc1ccc2nnc(-c3ccccc3)n2n1)NCC1CCCO1 (stereo unspecified)	2	-7	0.6	0.7	-4	.	-2	4	-9	-7
Cc1ccc(OCC(=O)N(C)CC(=O)N(CC(C)C)c2c(N)n(CC(C)C)c(=O)[nH]c2=O)c(C)c1	2	-2	0.6	-2.1	-11	0	-2	.	-5	-10
Cc1ccc(S(=O)(=O)c2cccc(S(=O)(=O)N3CCOCC3)c2)cc1S(=O)(=O)N1CCOCC1	16	2	0.0	.	-6	.	-1	-8	-6	-17
COCCC(=O)NC12CC3CC(CC(C3)C1)C2	-2	-13	.	0.2	-4	.	3	-13	-10	-1
CCC(=O)NC(Nc1sc2c(c1C(=O)OC)CCN(C)C2)(C(F)(F)F)C(F)(F)F	0	-7	-0.1	-0.4	4	-7	-3	-1	3	-3
COC(=O)Cc1cc(=O)oc2cc(OC)ccc12	4	13	0.4	-0.3	-5	-1	4	2	1	0
O=C(Nc1cc(S(=O)(=O)N2CCCCC2)ccc1N1CCCCC1)C1CC1	-1	-4	-1.6	0.6	8	1	5	-3	4	-9
CCCCC(=O)NC(Nc1nc(C2CC2)cs1)(C(=O)OCC)C(F)(F)F (stereo unspecified)	0	.	0.6	-0.7	11	0	9	.	11	-6
CCC(CC)C(=O)Nc1cccc(C(=O)c2ccccc2)c1	1	.	-1.5	0.4	-6	-4	-3	-4	-6	-7
COCCCN1C(=O)c2[nH]nc(-c3ccccc3O)c2C1c1ccc(Cl)cc1 (stereo unspecified)	-4	.	-2.7	-1.3	-4	-2	1	-4	7	-12
COC(=O)c1ccc(N(C(=O)CNC(=O)c2ccco2)C(C(=O)NCC2CCCO2)c2ccc(OC)c(OC)c2)cc1 (stereo unspecified)	-2	.	-2.1	-0.3	0	-1	-1	-2	-7	-5
CCOCCCNC(=O)C1CCCN(S(=O)(=O)CC)C1 (stereo unspecified)	4	-2	-0.1	0.8	-1	.	.	-6	3	0
COCCCNC(=O)C1CC(=O)N(CCc2ccccc2)C1 (stereo unspecified)	-5	-3	0.4	-2.8	-12	.	-1	-9	5	3
Cc1cccc(Nc2c([N+](=O)[O-])c(=O)oc3ccccc23)c1	18	.	-1.1	-0.3	-3	0	-2	0	8	7
COc1ccccc1C(=O)NC(CCSC)C(=O)OCC(=O)NC(=O)NCc1ccco1 (stereo unspecified)	5	2	-1.9	-3.3	-19	.	2	-3	27	-5
OCC1(Cc2cccc(Cl)c2)CCCN(Cc2ccc(F)c(F)c2)C1 (stereo unspecified)	1	1	.	1.8	1	-3	-3	-2	0	-3
O=C(Nc1ccc(NC(=O)c2cc3ccccc3o2)cc1)c1ccco1	-3	6	-1.9	0.8	-4	0	0	-6	-2	1
CC(=O)NC(Cc1ccccc1)C(=O)N1CCN(C(=O)c2ccco2)CC1 (stereo unspecified)	0	-9	-1.3	0.2	-4	1	-5	.	-3	1
Fc1ccc2c(c1)C(c1ccncc1)=NNC(c1ccc(Br)cc1)=N2	1	5	-1.9	-1.2	-11	.	1	2	-8	-3
CCC(C)N(C(=O)COc1ccc(-c2nnco2)cc1)C1CCS(=O)(=O)C1 (stereo unspecified)	-6	-1	1.0	0.0	2	-2	1	6	2	0
CC(C)Oc1ccccc1NC(=O)CSc1nc2ccccc2c(=O)n1C	1	.	-2.5	-0.9	-2	-1	4	0	0	-14
C=CCNC(=O)CNS(=O)(=O)c1ccc(F)cc1	1	5	-0.1	-0.2	0	-1	-3	-2	5	-1
COc1ccccc1/C=C/CN1CCC(Oc2ccc(C(=O)N3CCCC3)cc2)CC1	-5	0	-3.9	-1.0	-3	-2	0	-8	3	-5
